XBP1 UPR activ: activators of adaptive arm of unfolded protein response (XBP1); CHO-XBP1 luciferase reporter, IRE1-XBP1 UPR activation, luminescence; percent of tunicamycin response, DMSO as zero; activation, % at 20 µM; actives 0.33% (n = 330,000); AID 463104;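 active = versus positive control, 20 µM dose yields 30% or more activation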;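 note: 100% = tunicamycin at 10 µg/mL and 0% = DMSO only wells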
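assay system = CHO-XBP1 luciferase reporter cells | amount = 1000 cells/well | buffer or medium = F12 plus 10% FBS | compound dosing = single point, 20 µM final compound, 1% DMSO | incubation = 16-18 h cell attachment at 37 °C, then 6 h compound exposure | detection = Steady-Glo luminescence read | controls = tunicamycin 10 µg/mL and vehicle-only wells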
Mdm2 MdmX PPI: human Mdm2/MdmX binding inhibition; actives 3% (n = 330,000); SaOS-2 split-luciferase Mdm2/MdmX complementation, luminescence; inhibition, % at 8 µM; AID 485346; O15151+Q00987;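 active = inhibition of at least 50% at 8 µM in the primary screen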
CCR6 antagonist: antagonists of human CCR6 receptor. P51684. CHO-K1 CCR6 PathHunter beta-arrestin, luminescence, CCL20-stimulated. inhibition, % at 20 µM. actives 0.49% (n = 340,000);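 active = compounds whose inhibition of the agonist-driven luminescence signal at 20 µM reaches about 50%, limit read from the data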;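 note: cells stimulated with CCL20 at 14 nM final; plate controls were DMSO with CCL20 for no effect and DMSO without agonist for full effect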
Target sequence (P51684 whole entry, looked up): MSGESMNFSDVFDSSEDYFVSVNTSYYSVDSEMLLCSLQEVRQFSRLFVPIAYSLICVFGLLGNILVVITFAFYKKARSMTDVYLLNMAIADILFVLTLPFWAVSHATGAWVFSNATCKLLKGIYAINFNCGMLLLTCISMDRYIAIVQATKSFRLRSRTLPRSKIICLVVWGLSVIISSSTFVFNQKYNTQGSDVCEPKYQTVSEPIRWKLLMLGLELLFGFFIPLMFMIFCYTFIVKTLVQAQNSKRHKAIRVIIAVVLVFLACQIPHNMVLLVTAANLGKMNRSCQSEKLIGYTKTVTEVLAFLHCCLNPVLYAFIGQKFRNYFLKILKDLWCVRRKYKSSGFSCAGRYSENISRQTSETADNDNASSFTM
Jurkat NFkB inh: lowers PMA/ionomycin-induced NF-kB signal in Jurkat cells; actives 0.53% (n = 330,000); PMA/ionomycin-induced NF-kB luciferase reporter, luminescence; AID 435003; inhibition, % at 4 µM; in the data active = inhibition above about 50%
CXCR6 inh: blocks human CXCR6 beta-arrestin recruitment | O00574 | CHO-K1 PathHunter CXCR6 beta-arrestin, luminescence | inhibition, % at 20 µM | actives 0.36% (n = 360,000) | AID 602244; in the data active = inhibition above about 34%, passing the limit was not always enough;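 note: antagonist mode with CXCL16 agonist at 10 nM final; 0% = 10 nM CXCL16 with DMSO and 100% = unstimulated wells without agonist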
Gli-Sufu antag: Gli-Sufu pathway antagonism. Sufu-KO-LIGHT fibroblasts, Gli luciferase reporter luminescence. inhibition, % at 5 µM. actives 0.74% (n = 340,000);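 active = inhibition above about 55%, limit read from the data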;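 note: 0% = DMSO-treated cells and 100% = wells with medium but no cells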
UPR CHOP act: apoptotic UPR (CHOP) activation. CHO-CHOP luciferase reporter, luminescence; percent of tunicamycin response over DMSO baseline. AID 449763. activation, % at 10 µM. actives 0.34% (n = 330,000);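 active = at 10 µM dose, activation of 40% or more, normalized to positive control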;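 note: 100% = tunicamycin at 10 µg/mL and 0% = DMSO alone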
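System: CHO-CHOP luciferase reporter cell line; amount: 500 cells/well; buffer or medium: F12 medium containing 10% fetal bovine serum; incubation: 6 h compound exposure at 37 °C after overnight seeding; measured by: luciferase luminescence after 10 min with Steady-Glo reagent; evaluation: % reporter activation, DMSO baseline versus tunicamycin full activation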
EBI2 antag: EBI2 (human) antagonism; P32249; EBI2 beta-arrestin recruitment, luminescence, 7a,25-OHC stimulated; inhibition, % at 5 µM; actives 0.81% (n = 360,000); AID 651636; in the data active = inhibition above about 38%;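 note: enzyme fragment complementation signal reports receptor beta-arrestin coupling in cells; 0% = agonist plus DMSO wells and 100% = wells without agonist; some results beyond the cut were filed as inactive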
Target sequence (P32249 whole entry, looked up, the tested form may be a part): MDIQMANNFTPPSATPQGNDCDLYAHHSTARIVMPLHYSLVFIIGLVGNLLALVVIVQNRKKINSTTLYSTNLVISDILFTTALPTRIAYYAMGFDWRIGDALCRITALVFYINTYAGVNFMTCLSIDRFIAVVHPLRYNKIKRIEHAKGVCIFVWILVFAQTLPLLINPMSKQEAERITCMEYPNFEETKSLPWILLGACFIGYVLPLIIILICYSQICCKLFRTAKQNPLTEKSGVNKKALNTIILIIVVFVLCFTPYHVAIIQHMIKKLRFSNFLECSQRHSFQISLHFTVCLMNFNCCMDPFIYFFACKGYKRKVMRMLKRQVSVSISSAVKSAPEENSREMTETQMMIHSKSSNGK
697 NFkB inh: lowers PMA/ionomycin-induced NF-kB signal in 697 B cells. AID 435022. inhibition, % at 4 µM. 697 B-cell NF-kB luciferase reporter, 16 h. actives 0.33% (n = 330,000); in the data active = inhibition above about 35%
Starred values were filed as active, the others as inactive; . = no result given.

Every second line gives: UPR CHOP act	697 NFkB inh	Jurkat NFkB inh	XBP1 UPR activ	Mdm2 MdmX PPI	CXCR6 inh	Gli-Sufu antag	CCR6 antagonist	EBI2 antag
1: CC(C)NC(=O)CSc1nnc(-c2ccc(S(=O)(=O)N3CCCC3)cc2)n1CC1CCCO1 (stereo not drawn)
  2.4	15	12	-1	18	2	0	-17	-3
2: O=C(Nc1ccc2c(c1)OCO2)C1Cc2ccccc2CN1S(=O)(=O)c1cccs1 (stereo not drawn)
  5.5	-9	-13	-1	-18	6	-6	21	1
3: COc1cc(C(=O)NCCOc2ccccc2)c(Br)c(OC)c1OC
  0.1	12	13	-2	2	-14	3	9	3
4: COc1cc2nc(Cl)nc(N3CCN(C)CC3)c2cc1OC
  0.7	13	14	-7	5	.	.	.	.
5: CCn1c(CSCc2ccc(F)cc2)nnc1SCC(=O)NCc1ccccc1
  -1.7	11	15	2	3	-3	17	12	9
6: COC(=O)c1ccc(CNC(=O)CNC(=O)c2sc3ccccc3c2Cl)cc1
  -1.0	17	5	0	48	-1	0	-5	-17
7: O=C1CCCN1CCCNS(=O)(=O)c1cccc(F)c1
  -1.5	-20	-24	-2	2	-6	-4	-4	1
8: Cc1ccc(Cn2c(=O)n(C)c(=O)c3sccc32)cc1
  -1.2	-12	-1	-6	30	-4	22	15	-3
9: O=C(CN1CCCCC1)Nc1cccc(Cl)c1
  0.6	10	-3	0	-9	-3	-2	5	-12
10: CCCC1CCc2c(sc(NC(=O)OCC)c2C#N)C1 (stereo not drawn)
  -1.2	-20	44	3	38	-6	-16	-9	4
11: CC(Oc1ccccc1)c1nnc(N)s1 (stereo not drawn)
  0.3	14	2	3	-4	4	19	10	-5
12: Cc1oc2ccc(OCc3ccc(F)cc3Cl)cc2c1C(=O)O
  1.6	19	1	-1	-7	3	-3	-3	-10
13: COc1ccc(CNC(=O)COC(=O)C2=Cc3ccccc3OC2)cc1
  .	.	.	.	.	12	-12	8	17
14: Cc1ccc(S(=O)(=O)N2CCC(C(=O)OC3CCOC3=O)CC2)cc1C (stereo not drawn)
  2.3	-13	1	4	14	-6	-8	6	-1
15: COc1ccc(N(C)C(=O)c2ccc3snnc3c2)cc1
  -0.2	-3	7	2	17	-10	0	2	11
16: CCOC(=O)c1c(N)sc(C(O)(C(F)(F)F)C(F)(F)F)c1-c1ccc(F)cc1
  -3.1	-12	-20	2	-2	-3	53	0	-6
17: Cn1cccc1Cc1nnc(SCC(=O)NC2CCCCC2)n1-c1ccc(F)cc1
  -1.4	15	-7	1	0	1	6	10	6
18: COc1ccc(OC)c(-n2c(=S)[nH]c3cc(C(=O)N(C)Cc4ccccc4)ccc3c2=O)c1
  0.7	15	4	-4	1	12	-14	29	9
19: CCOC(=O)Cn1nnnc1C(CC)N(Cc1ccccc1)Cc1cc2cc(C)ccc2[nH]c1=O (stereo not drawn)
  -0.9	-12	-26	-1	-27	2	4	-3	7
20: CCOc1ccc(N(CC(=O)NCc2ccc(OC)cc2)C(=O)CCC(=O)Nc2nccs2)cc1
  -0.8	0	12	-2	-10	0	0	14	2
21: CC(C)n1c(SCC(N)=O)nc2c1c(=O)n(C)c(=O)n2C
  2.4	2	8	-1	16	-1	-5	17	-7
22: Cc1cc(C(=O)Nc2cccc(C(=O)O)c2)oc1C
  -11	-6	56*	-9	1	-1	-83	8	5
23: O=C(N/N=C/c1cccc(O)c1)c1cc(C2CC2)nc2ccccc12
  -0.9	23	-2	-2	9	-2	13	5	2
24: Cc1c(C(=O)NNC(=O)c2cccnc2)cccc1[N+](=O)[O-]
  -0.7	-1	3	-3	21	-20	2	-1	8
25: CC(C)CNC(=O)CCc1c[nH]c2ccccc12
  -1.7	9	8	-6	13	2	8	-16	4
26: Clc1cccc(CSc2nc3ccncc3[nH]2)c1
  4.4	-21	-24	-1	4	-1	-36	5	-8
27: COC(=O)CCC(=O)Nc1ccc(Cl)c(Cl)c1
  -1.4	11	-4	12	-12	0	-1	1	-8
28: O=C1CC2(CCN(C(=O)C3CC(=O)N(c4ccccc4)C3)CC2)Oc2ccccc21 (stereo not drawn)
  0.2	-28	5	-5	20	-1	3	-2	65*
29: Cc1cc(C)n(-c2ccc(NC(=O)C3CCCCN3C(=O)c3ccoc3C)cc2)n1 (stereo not drawn)
  -0.6	9	3	-6	-1	8	-1	7	-9
30: C=CCSc1nnc(NC(=O)C2CC(=O)N(c3ccc4c(c3)OCCO4)C2)s1 (stereo not drawn)
  -0.7	8	-2	-3	37	5	-1	2	9
31: Cc1ccc(CNC(=S)Nc2ccc(C)c([N+](=O)[O-])c2)cc1
  1.4	2	13	-1	-8	2	1	9	-7
32: O=C(c1ccc(Cl)cc1[N+](=O)[O-])N1CCN(c2ccccn2)CC1
  1.8	7	6	2	7	-3	17	12	-5
33: COc1ccc(C(=O)C(OC(=O)c2ccccc2)c2ccccc2)cc1 (stereo not drawn)
  -0.4	-39	-61	4	-38	6	-65	15	17
34: Cc1ccc(C)c(NC(=O)CSc2nnc(CNC(=O)c3ccco3)o2)c1
  0.4	-14	6	-10	19	1	-8	2	-10
35: CCc1ccc(N2CC(C(=O)Nc3cccc(S(=O)(=O)N4CCCC4)c3)CC2=O)cc1 (stereo not drawn)
  1.2	2	17	-4	14	-2	-5	8	20
36: Cc1nn2c(=O)cc(COC(=O)c3ccc(NC(=O)C(C)(C)C)cc3)nc2s1
  -1.0	15	4	-3	4	-2	-24	-4	-2
37: Cc1cc(C)n(-c2c(F)c(F)c(CO)c(F)c2F)n1
  1.0	11	7	0	14	7	-3	-9	-13
38: Cc1ccsc1C(=O)OCC(=O)NCCc1ccccc1
  3.8	9	7	1	-11	-2	-3	8	5
39: N#CC1=C(SCC(=O)Nc2ccc(C(=O)O)cc2)NC(=O)CC1c1ccco1 (stereo not drawn)
  -2.3	21	8	-4	-21	-6	2	0	0
40: CCCCN(C)C(=O)c1cccc(OC2CCN(CC(C)(C)C)CC2)c1
  1.5	-20	-8	-2	-17	-7	49	-2	-9
41: CCc1ccc(CN(C)C(=O)CCc2nnc(Cc3cccc(C)c3)o2)nc1
  1.1	-4	-8	0	1	3	2	7	3
42: CSCCC(NC(=O)c1ccccc1)C(=O)OCC(=O)Nc1ccc(C)c(Cl)c1 (stereo not drawn)
  -1.4	-5	3	-1	10	-8	2	8	-4
43: CCOC(=O)c1ccc(N2C(=O)CC(N3CCN(Cc4ccccc4)CC3)C2=O)cc1 (stereo not drawn)
  -0.9	-31	-10	6	-23	2	7	-8	-6
44: Cc1ccc(C)c(OCC(=O)NCCN(C)C)c1
  -0.5	3	-13	3	27	-1	0	29	-2
45: CCN(CC)c1ccc(NC(=O)CN2C(=O)CC(C)(C)S(=O)(=O)c3ccccc32)c(C)c1
  -2.2	16	14	-6	2	-14	0	10	-4
46: O=c1cc(CSc2nnc(Nc3ccccc3F)s2)nc2sccn12
  1.1	-8	-4	4	-13	-12	-16	16	-3
47: CC(c1cccs1)N(Cc1ccco1)C(=O)Nc1ccc(Cl)c(Cl)c1 (stereo not drawn)
  1.3	13	-4	-1	8	6	2	15	18
48: COc1cc(N)n(S(=O)(=O)c2ccc(C)cc2)n1
  -2.1	10	-4	5	1	4	3	-3	6
49: Cc1ccc2nc(N3CCCCC3)c(C=O)c(=O)n2c1
  0.1	5	2	2	-1	.	.	.	.
50: CCC[C@@H](CN1CCC[C@H]1CN1C(N)=NC[C@H]1CC(C)C)N1C[C@@H]([C@H](C)CC)N(CCCC2CCCC2)C1=N
  0.5	-7	-16	-3	13	4	-5	5	-3
51: N#Cc1ccc(/C=N/NC(=O)CCc2ccc(S(=O)(=O)N3CCOCC3)cc2)cc1
  0.0	-34	14	1	-4	-5	6	20	7
52: COc1ccc2[nH]c(C(=O)O)c(NS(=O)(=O)c3ccc(Cl)s3)c2c1
  -1.8	-1	0	-2	19	1	0	11	0
53: COc1ccc2oc(=O)c(C(=O)Nc3cccc(C)c3)cc2c1
  7.1	-101	-89	10	-125	5	-66	18	14
54: Cc1ccc(S(=O)(=O)NNC(=O)c2sc(=S)n(C)c2C)cc1
  1.0	-27	27	2	-13	-6	-2	-6	1
55: Cc1ccccc1N1CCN(Cc2nc(Cc3ccccc3F)no2)CC1
  0.0	10	5	-1	19	6	1	18	-9
56: COc1ccc(NC(=O)/C(=C\c2ccc(F)cc2)NC(=O)c2ccco2)cc1
  0.7	11	11	-1	-16	8	-22	17	-11
57: CC(Cc1ccccc1)NC(=O)CCCN1C(=O)c2ccccc2C1=O (stereo not drawn)
  0.9	7	14	-8	-9	-6	-2	7	-7
58: O=C(Nc1ccc2c(c1)C(=O)NC2=O)c1cccc(Cl)c1
  0.4	-5	4	1	-2	1	2	6	3
59: O=C1c2cccc(O)c2C(=O)c2c(O)cccc21
  0.3	-15	8	-1	23	.	.	.	.
60: O=C(Nc1ccc(Cl)c(Cl)c1)N(CCCN1CCOCC1)Cc1cccs1
  -0.7	-10	-21	-3	37	0	9	11	-1

The list continues:
Every second line gives: UPR CHOP act	697 NFkB inh	Jurkat NFkB inh	XBP1 UPR activ	Mdm2 MdmX PPI	CXCR6 inh	Gli-Sufu antag	CCR6 antagonist	EBI2 antag
61: COCCC(=O)N1CCC(Oc2ccc(C(=O)NC3CCOC(C)(C)C3)cc2)CC1 (stereo not drawn)
  -0.9	-7	-3	-9	-17	-2	-6	1	-7
62: CNC(=S)NNC(=O)c1cccn(Cc2ccc(Cl)cc2Cl)c1=O
  -1.1	15	-8	1	11	.	.	.	.
63: Cn1nnnc1SCC(=O)NNC(=O)c1ccc(Br)cc1
  0.1	9	4	0	-12	-3	16	-4	-5
64: Cc1[nH]c2ccccc2c1C(=O)C(=O)N1CCN(c2ccccc2)CC1
  -0.2	-3	-4	-5	10	-12	13	6	-4
65: NC(=O)CSc1ccc(S(=O)(=O)N2CCOCC2)cn1
  0.6	10	8	2	-37	-2	3	3	-7
66: CCCCCC(=O)Nc1c2c(nc3ccccc13)CCC2
  0.5	-12	3	-1	-11	2	8	15	-3
67: COc1ccc(-c2noc(CNS(=O)(=O)c3ccc(NC(C)=O)cc3)n2)cc1OC
  -0.8	-22	-5	-1	-1	-2	11	-2	-9
68: CC(C)CN1C(=O)C(=O)N(CC(=O)NCc2ccc3c(c2)OCO3)C1=O
  -1.8	9	9	14	-2	9	-2	5	5
69: COc1ccc(C(=O)Nc2nc(C)cs2)cc1S(=O)(=O)N1CCCC1
  0.3	33	1	0	25	-4	21	11	2
70: Cc1ccc(C(=O)NCC(=O)Nc2ccc(C)c(S(=O)(=O)Nc3ccc(Cl)cc3)c2)s1
  0.0	-24	1	-5	-7	-1	-2	0	7
71: CCn1cnnc1SCC(=O)Nc1ccccc1C(=O)NC1CC1
  -0.3	18	12	3	-4	-1	7	2	-5
